# Screens as filed in PubChem.
# NPYLR7 ag – mosquito NPYLR7 agonism. AID 1259423. actives 0.15% (n = 270,000). HEK293T NPYLR7/Galpha15, GCaMP6s calcium fluorescence. activation, % at 10 µM; in the data active = activation above about 40%;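 note: 0% = vehicle and 100% = reference agonist at the receptor; some compounds past the cut are filed as inactive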
# mcGAS inh – inhibitors of mouse cGAS; recombinant cGAS, Kinase-Glo ATP depletion luminescence; inhibition, % at 12.5 µM; Q8C6L5; actives 0.15% (n = 160,000);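 note: 0% = negative control wells and 100% = reference inhibitor with no enzyme activity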
# hcGAS inh – human cGAS inhibition. Q8N884. recombinant h-cGAS, ATP depletion, Kinase-Glo luminescence. inhibition, % at 12.5 µM. actives 0.081% (n = 290,000). AID 1259398;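 note: 0% = vehicle reaction and 100% = reaction without DNA for no activity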
# Target sequence (Q8N884 whole entry, looked up): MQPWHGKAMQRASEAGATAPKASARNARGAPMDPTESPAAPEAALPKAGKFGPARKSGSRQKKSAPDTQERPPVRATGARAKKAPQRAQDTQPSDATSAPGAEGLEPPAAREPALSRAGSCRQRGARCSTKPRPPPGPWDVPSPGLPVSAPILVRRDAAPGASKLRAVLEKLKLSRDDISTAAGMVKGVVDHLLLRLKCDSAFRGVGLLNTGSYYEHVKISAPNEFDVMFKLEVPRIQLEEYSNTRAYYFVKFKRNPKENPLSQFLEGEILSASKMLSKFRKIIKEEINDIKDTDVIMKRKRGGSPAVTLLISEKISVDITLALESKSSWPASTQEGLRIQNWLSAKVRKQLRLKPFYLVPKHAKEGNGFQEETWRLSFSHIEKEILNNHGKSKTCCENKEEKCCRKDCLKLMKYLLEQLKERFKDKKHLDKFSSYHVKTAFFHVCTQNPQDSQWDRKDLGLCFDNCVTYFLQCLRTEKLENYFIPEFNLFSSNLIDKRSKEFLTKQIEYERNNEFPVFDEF
# The depositor's hits bear a star; . = not tested or not shown; & = joins results of further samples. Cut-off read from the data, not from the text of the source, unless noted: active = inhibition above about 40%; inactive = the rest.
# Order of values: NPYLR7 ag | mcGAS inh | hcGAS inh
CCN1C(=O)NC(c2ccsc2)C2=C1CN(CC(=O)NCc1ccc(F)cc1)C2=O (stereo unspecified)
→ 2 | -6 | -8
CCCc1cc(=O)[nH]c(SCC(=O)N2CCCC2=O)n1
→ 2 | . | -1
CC(NC(=O)c1ccc(-c2ccc(F)c(F)c2)s1)c1ccc(Br)cc1 (stereo unspecified)
→ 4 | -11 | -12
O=C(NN1CCOCC1)c1cc2c(s1)-c1ccccc1OC2
→ 7 | . | -3
CC(C)CCn1c(N2CCN(Cc3ccc(Cl)cc3Cl)CC2)nc2c1c(=O)[nH]c(=O)n2C
→ 26 | . | -4
COC(=O)C(NC(=O)C(C)n1cncn1)c1ccccc1F (stereo unspecified)
→ 9 | . | -8
O=C(NCc1ccccc1)NCN1C(=O)[C@@H]2[C@H]3C[C@H]([C@@H]4O[C@H]34)[C@@H]2C1=O
→ 11 | . | -8
COC(=O)c1ccc(CN(C)C(=O)c2csc(C(C)C)n2)cc1
→ 1 | . | -7
CC1CCN(C(=O)c2ccccc2OCC2CCCN(C3CCSCC3)C2)CC1 (stereo unspecified)
→ . | -4 | -2
O=C(CN1C[C@@H]2CC[C@H]1C2)N1CCc2c(nc(-c3cccnc3)[nH]c2=O)C1
→ 5 | . | -5
COCc1[nH]n(-c2ccc(Cl)c(Cl)c2)c(=O)c1C1=C(N2CCOCC2)C(=O)N(c2cccc(C)c2)C1=O
→ -12 | -9 | -18
O=C(C1CCCO1)N1CCC(n2cnc3ccccc32)CC1 (stereo unspecified)
→ 18 | -4 | -7
C=CCN(CC(=O)N1CCCC(C)C1)C1CCCC1 (stereo unspecified)
→ 0 | 3 | 3
CCOC(=O)C1CCN(c2c(N3CCCC(C(=O)OCC)C3)c(=O)c2=O)CC1 (stereo unspecified)
→ 10 | -5 | -8
CCC(C)NCc1cccc(OS(=O)(=O)CC)c1 (stereo unspecified)
→ -18 | . | 0
O=c1oc2ccc(Br)cc2cc1-c1nnc(Nc2ccc(Cl)cc2Cl)s1
→ -13 | -4 | -4
CC1(C(=O)NCc2cccs2)CCN1C(=O)C1(c2ccccc2)CCCC1 (stereo unspecified)
→ 3 | -7 | -7
O=C(c1cccc([N+](=O)[O-])c1)N(Cc1cccnc1)c1nc2ccc(Cl)cc2s1
→ -12 | -6 | -2
O=C(NC1COc2ccccc21)c1ccc(OCC(F)(F)F)nc1 (stereo unspecified)
→ 3 | . | -7
Cc1cc(CNC(=O)CC2C(=O)NCCN2Cc2ccccc2C(F)(F)F)nn1C (stereo unspecified)
→ 1 | -1 | 3
COc1cc(C(C)=O)ccc1OCC(=O)Nc1c(C)nc2ccccn2c1=O
→ -1 | -4 | 0
CCc1nc2nc3c(cn2n1)C(=O)CC(c1ccc(C(C)C)cc1)C3 (stereo unspecified)
→ 19 | . | -7
O=c1oc2ccccc2cc1-c1nnc(Nc2cccc3ccccc23)s1
→ -11 | -4 | -3
Cc1nc2ccc(S(=O)(=O)NCCCn3nc(-c4ccncc4)ccc3=O)cc2s1
→ 15 | . | 2
Cc1ccc(-n2c(=O)[nH]c3c(C(N)=O)nc(-c4ccc(C(C)C)cc4)nc32)cc1C
→ -4 | -6 | -4
Cn1nc([N+](=O)[O-])c(C(C#N)c2ccccn2)c(Cl)c1=O (stereo unspecified)
→ 0 | . | -17
O=C(CN1CCOC(c2ccc(Cl)cc2)C1)NCc1ccccn1 (stereo unspecified)
→ -12 | -1 | -1
c1ccc(-c2ncc(Cn3ccnc3-c3ccccn3)s2)cc1
→ 3 | . | -3
O=C(CCc1ccccc1)N1C[C@@H](CO)[C@@H]2Oc3c(F)cccc3[C@@H]21
→ 3 | 3 | 7
Cc1c([N+](=O)[O-])c([N+](=O)[O-])nn1CC(=O)Nc1ccccc1C(F)(F)F
→ 0 | -5 | -2
COc1ccc(NC(=O)CN2CC3CCC(C)(C2)C3(C)C)cc1 (stereo unspecified)
→ -7 | . | 5
O=c1c2cnc(N3CCCCC3)nc2ccn1CCN1CCOCC1
→ 1 | . | -6
CC(C)C(=O)N1CCC1(C)C(=O)Nc1ccc(-n2cccc2)cc1 (stereo unspecified)
→ 5 | -8 | -18
CSc1ccc(C2CC(c3ccc(Cl)cc3)=Nc3ncnn32)cc1 (stereo unspecified)
→ 92* | . | -11
COc1ccc(CCNC(=O)N2CCN(C(=O)C34CC5CC(CC(C5)C3)C4)CC2)cc1OC
→ 0 | . | -8
COC(=O)C(Cc1ccccc1)NC(=O)c1ccc(-n2nc(-c3cccc(C)c3)cc2N)cc1 (stereo unspecified)
→ -9 | -5 | -4
Cc1c(Br)c([N+](=O)[O-])nn1CC(=O)NCC(C)C
→ -13 | -4 | -4
CCc1[nH]c2c(CNCc3ccc4nonc4c3)cc(F)cc2c1C
→ -2 | . | -2
CCC(C)(C)NS(=O)(=O)c1ccccc1C(F)(F)F
→ 3 | . | -4
O=C1CN(S(=O)(=O)c2ccc(Cl)cc2)CC(Cn2c3ccccc3c3ccccc32)O1 (stereo unspecified)
→ 0 | -3 | -4
CC(C)c1ccc(CC(=O)N2CCC2(C)C(=O)NS(=O)(=O)c2cccc(Cl)c2)cc1 (stereo unspecified)
→ 3 | . | -7
O=C(Nc1cnc2n1CCCC2)c1ccc(Cn2cccn2)o1
→ -1 | . | -5
Oc1ccc(-c2[nH]ncc2Oc2ccc(-c3ccccc3)cc2)c(O)c1
→ 1 | -7 | -6
COC(=O)c1ccc(COC(CN2CCN(S(=O)(=O)c3cn(C)c(C)n3)CC2)c2ccc(Cl)cc2)cc1 (stereo unspecified)
→ . | -9 | -8
O=C(N[C@@H]1CCCc2ccccc21)C1CC=CCC1C(=O)N1CCN(c2ccccn2)CC1 (stereo partly specified)
→ -13 | -4 | -3
FC(F)(F)c1ccccc1C1NCCS1 (stereo unspecified)
→ 0 | . | -5
N#Cc1ccc(N=c2oc3ccc(Br)cc3cc2-c2nc3ccccc3[nH]2)cc1
→ 25 | -4 | -6
CC1(c2ccccc2)CCC(C(=O)O)C(C(=O)O)C1 (stereo unspecified)
→ 1 | -5 | -2
NC(=S)N/N=C\C1=C(N2CCOCC2)C(=C/c2cccc([N+](=O)[O-])c2)/CC1
→ -1 | -8 | -6
Cc1sc2ccccc2[n+]1C
→ 3 | -5 | -5
C=CCn1nc(C(=O)O)c2c1CCC(NCc1c(F)cccc1Cl)C2 (stereo unspecified)
→ 20 | . | -8
O=C1C2C=NN=C2N=C(SCc2cn3cccnc3n2)N1c1ccccc1 (stereo unspecified)
→ -1 | . | 2
CCCCC1=NN2CCS(=O)(=O)N=C2S1
→ 2 | . | -12
CCCCCCCCCCCCS(=O)(=O)CC(C)C(N)=O (stereo unspecified)
→ 5 | . | -4
COc1cccc(C2c3[nH]c4ccccc4c3CCN2Cc2cc3c(cc2Cl)OCO3)c1 (stereo unspecified)
→ -1 | -5 | -10
O=[N+]([O-])c1ccccc1S(=O)(=O)n1cnc2ccccc21
→ -1 | . | -2
Cc1cccc(CN(C(=O)c2ccc(F)cc2)C2CCC(NC(=O)C3CCN(C(=O)COc4ccccc4)CC3)CC2)c1 (stereo unspecified)
→ 4 | -4 | -4
CCOC(=O)c1ccc(OC2CC3CCC(C2)N3C(=O)c2ccc(CSc3nc4ccc([N+](=O)[O-])cc4s3)cc2)cc1 (stereo unspecified)
→ 21 | -7 | -3
COc1ccc2[nH]cc(C3=CCN(C(=O)C4CCCCC4)CC3)c2c1
→ -1 | . | -17
Cc1nc(Nc2ccc(NS(=O)(=O)c3cccc(Cl)c3)cc2)cc(-n2ccnc2)n1
→ -12 | -9 | -5

# More results follow:
# Order of values: NPYLR7 ag | mcGAS inh | hcGAS inh
CCOC(=O)N1CCC(NCc2nc(C)c3c(n2)CCCC3)CC1
→ 1 | -12 | -7
CCOC(=O)c1ccc2c(c1)nc(SCc1cccc(Cl)c1)n2Cc1ccc(C(F)(F)F)cc1
→ 20 | -4 | -1
CCOC(=O)c1nn(Cc2ccccc2)c2c1CN(Cc1cccn1-c1cccnc1)CC2
→ -23 | 2 | 2
Cc1cc(NC(=O)CSc2nc(=O)n(N3CCN(C)CC3)c3c2CCC3)no1
→ 1 | -11 | -5
COc1ccc(-c2cc(C(=O)NCCCN3CCOCC3)c(C)n2-c2ccccc2Cl)cc1
→ -2 | -2 | -3
CN(C)CCNS(=O)(=O)c1cccc2nsnc12
→ 22 | . | -11
CN(CCc1ccccc1)C1(C(=O)N2CC(O)C2)Cc2ccccc2C1
→ 5 | . | -9
COc1ccc2c(=S)c(-c3csc(C)n3)c(C)oc2c1
→ -8 | 1 | 1
COC(=O)C1Cc2nc[nH]c2CN1C(=O)c1oc2cc(OC)ccc2c1C (stereo unspecified)
→ 3 | . | -3
CCOC(C)c1noc(CN2CCCC2c2ncc(-c3ccccc3C(F)(F)F)[nH]2)n1 (stereo unspecified)
→ 3 | . | -8
CCc1nn2c(Nc3ccncc3)cc(C)nc2c1-c1ccccc1
→ -3 | -5 | -6
CC(=O)c1c(C)[nH]c(C(=O)C(C)Sc2nnc3n2CCCCC3)c1C (stereo unspecified)
→ 3 | . | -7
CCC1CN(Cc2ncccc2F)CCN1C(C)C (stereo unspecified)
→ -3 | . | -1
CC1C(=O)N(c2cccc(Br)c2)CCN1Cc1ccc(F)cc1F (stereo unspecified)
→ -2 | . | -6
CNC(=O)NC(=O)C(C)NCC1(c2cccc(OC)c2)CCCC1 (stereo unspecified)
→ 2 | . | -6
COc1ccc(C(=O)n2c(SC)nc3cc4c(cc32)OCCO4)cc1
→ -1 | . | 5
Cc1nc2ccc(CC(=O)N3Cc4cnc(CC(C)C)nc4C3)cc2[nH]1
→ 0 | . | -1
Cc1ccc(C2=Nc3ncnn3C(c3ccccc3)C2)cc1 (stereo unspecified)
→ 11 | . | -3
CCC(c1nc2ccccc2c(=O)n1-c1cccc(Cl)c1)N(C)C(=O)C(Cl)c1ccccc1 (stereo unspecified)
→ 2 | -3 | -6
CCNc1ccnc(-c2ccc(C(C)N3CCOCC3)cc2)n1 (stereo unspecified)
→ 14 | . | -5
Cc1cc(C(=O)NNC(=O)CN2C(=O)NC(C)(C)C2=O)c(C)o1
→ -6 | . | -5
C=C(Nc1ccccc1C(=O)OC)c1c(C)[nH]n(-c2nc3ccccc3s2)c1=O
→ -10 | . | -8
COc1ccccc1C(=O)N(CCC(C)C)CC(=O)N1CCc2sccc2C1c1ccccc1C (stereo unspecified)
→ -5 | 1 | 2
COC(=O)c1cc(CNc2cccc(C)c2C(N)=O)c(C)s1
→ 2 | . | -7
COc1ccc(C)c2sc(N(CCN3CCOCC3)C(=O)C3CCCCC3)nc12
→ 8 | . | -3
N#Cc1ccc2c(c1)C(c1ccc(CN3CCOCC3)cn1)C(=O)N2 (stereo unspecified)
→ 1 | -9 | -7
CC1Cc2ccccc2N1C(=O)NC(c1nccs1)C1CC1 (stereo unspecified)
→ -4 | . | 6
NC(Cc1ccccc1F)Cc1ccccc1F
→ 5 | . | -18
CC(C)(C)c1ccc(COc2coc(CN3CCCN(C(=O)c4ccccc4OC(F)(F)F)CC3)cc2=O)cc1
→ 20 | -5 | -7
Cc1cc(S(=O)(=O)Cl)sc1C(=O)O
→ -2 | -16 | -9
O=c1/c(=C/c2ccc([N+](=O)[O-])cc2)sc2nc(-c3ccco3)nn12
→ 19 | -9 | -14
COc1cccc2cc(C(=O)N3CCN(S(C)(=O)=O)CC3)oc12
→ 15 | . | 5
COCCN1CC2=C(C1=O)C(c1ccc(Cl)c(Cl)c1)NC(=O)N2 (stereo unspecified)
→ -1 | . | 7
Cc1nc2c(n1C1CCCCC1)C(=O)c1ccccc1C2=O
→ 0 | . | -7
CNCCC=C1c2ccccc2CCc2ccccc21
→ 4&-3&0&2 | -6&-4 | -7&-5&2&-4
CC1C(=O)N(c2cccc(C(F)(F)F)c2)CCN1Cc1ccc(F)cc1 (stereo unspecified)
→ -15 | 0 | -5
COc1ccc(-c2ccc(F)cc2OC)nn1
→ 8 | -16 | -4
CN(Cc1ccccn1)c1cc(C(F)(F)F)nc(-c2ccccn2)n1
→ 6 | . | -9
CC1CCCN(C(c2ccc([N+](=O)[O-])cc2)C2Sc3nc(-c4ccco4)nn3C2=O)C1 (stereo unspecified)
→ -2 | -6 | -4
C/C=C/C=C/CCC(=O)CC(O)CCO (stereo unspecified)
→ -7 | -3 | -1
O=C(NC1CC(=O)N(Cc2ccccc2)C1)c1cccc2ccnn12 (stereo unspecified)
→ 1 | -15 | -6
CCOC(=O)C(C)Sc1ccc2nnc(CCNS(=O)(=O)c3ccccc3)n2n1 (stereo unspecified)
→ 5 | -8 | -4
O=C(c1cn(CCc2ccccc2)nn1)N1CCCC2(CCCN(Cc3ccccc3)C2)C1 (stereo unspecified)
→ 9 | -15 | -10
O=C(c1cccc(Cl)c1)N(CC(=O)N1CCc2sccc2C1COc1cccc(F)c1)CC1CCCO1 (stereo unspecified)
→ -1 | -6 | -5

# Hits appear at their usual frequency. Share with any hit: about 0.29%.
